Arrestin-AP2 inh – human beta-arrestin and AP2 interaction inhibition | FITC-arrestin peptide / GST-AP2 beads, flow cytometry; AP2 beta2 appendage carries R879A mutation | inhibition, % at 10 µM | 0.31% of 340,000 active | AID 504490;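 active = inhibition above a set limit, near 3 SD of compounds lacking own fluorescence, cut at about 54% in these data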;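 note: plate controls were DMSO wells for no effect and 5 µM unlabelled arrestin peptide for full effect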
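test system = AP2 appendage R879A on GSH beads | buffer or medium = PBS plus Tween 20 (0.05%) and BSA (0.1%) | incubation = 12 min plus 1 h, RT | detection = bead flow cytometry, FITC channel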
Keap1-Nrf2 PPI – Keap1-Nrf2 (human) interaction inhibition; inhibition, % at 9.4 µM; AID 504523; Q14145; Keap1 Kelch-Nrf2 peptide fluorescence polarization, 1536-well; 0.15% of 340,000 active; in the data active = inhibition above about 12%;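 note: human Keap1 Kelch domain with fluorescein labeled Nrf2 9mer peptide probe; 0% = neutral control wells and 100% = peptide positive control; higher means more block of Keap1 binding to Nrf2 peptide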
LANA DNA inh – blocks KSHV LANA C-terminal domain binding to DNA; MBP-C-LANA/FAM-LBS DNA binding, fluorescence polarization; inhibition, % at 9 µM; 0.078% of 340,000 active;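 active = highest replicate inhibition at or above 60% at 9 µM, even if other replicates fall short; inactive = all replicates below 60% inhibition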;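 note: 0% = neutral control wells and 100% = 4 µM acridine orange control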
DSG3 Ab inh – human desmoglein-3 autoantibody binding inhibition. DSG3-coupled beads, scFv-anti-DSG3-GFP binding, flow cytometry; active compounds read low. binding (percent of control), % at 10 µM. 0.48% of 310,000 active;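 active = binding more than 3 SD below its plate's average and above zero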;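 note: hits lower antibody fragment binding to DSG3; some compounds called inactive have numbers as strong as hits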
Target sequence (P32926 whole entry, looked up, the tested form may be a part): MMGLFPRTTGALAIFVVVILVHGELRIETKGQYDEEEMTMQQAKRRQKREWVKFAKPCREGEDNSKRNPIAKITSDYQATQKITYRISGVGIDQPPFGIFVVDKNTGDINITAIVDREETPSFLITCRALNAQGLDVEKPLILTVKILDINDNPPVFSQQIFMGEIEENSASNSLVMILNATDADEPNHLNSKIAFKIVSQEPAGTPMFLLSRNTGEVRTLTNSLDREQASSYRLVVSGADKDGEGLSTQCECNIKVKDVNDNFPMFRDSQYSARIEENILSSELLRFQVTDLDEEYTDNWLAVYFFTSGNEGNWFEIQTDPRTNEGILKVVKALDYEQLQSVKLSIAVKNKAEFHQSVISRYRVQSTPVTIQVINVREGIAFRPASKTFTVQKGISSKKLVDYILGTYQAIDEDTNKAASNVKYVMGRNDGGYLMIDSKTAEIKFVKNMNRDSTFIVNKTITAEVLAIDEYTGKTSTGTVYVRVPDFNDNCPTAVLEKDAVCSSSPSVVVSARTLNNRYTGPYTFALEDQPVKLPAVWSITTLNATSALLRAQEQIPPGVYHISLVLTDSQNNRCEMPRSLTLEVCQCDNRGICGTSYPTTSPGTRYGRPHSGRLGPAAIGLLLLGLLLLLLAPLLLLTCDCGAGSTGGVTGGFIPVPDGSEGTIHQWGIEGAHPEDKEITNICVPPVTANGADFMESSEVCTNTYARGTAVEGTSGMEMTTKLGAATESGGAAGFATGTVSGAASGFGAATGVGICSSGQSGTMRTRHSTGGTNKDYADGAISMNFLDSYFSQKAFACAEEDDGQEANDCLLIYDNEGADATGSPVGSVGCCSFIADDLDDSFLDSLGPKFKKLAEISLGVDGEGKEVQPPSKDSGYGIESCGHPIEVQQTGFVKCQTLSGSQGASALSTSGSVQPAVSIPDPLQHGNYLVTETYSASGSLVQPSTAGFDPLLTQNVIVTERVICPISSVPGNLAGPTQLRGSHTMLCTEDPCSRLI
OPRM1-OPRD1 inv – inverse agonists of human mu-delta opioid receptor heterodimerization | P35372+P41143 | cell-based MOR-DOR heterodimer luminescence, inverse agonism | inhibition, % at 9.3 µM | 0.21% of 340,000 active; in the data active = inhibition above about 22%, passing the limit was not always enough;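 note: 0% = cells with DMSO and 100% = wells without cells with DMSO; values of inactives mirror those of a sister screen read the other way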
cardiac RTF act – increases calcium sensitivity of human cardiac regulated thin filaments | activation, % at 7.2 µM | IANBD-labeled TnC RTF fluorescence at EC20 calcium; 0% EC20 calcium, 100% full calcium | 0.24% of 340,000 active | AID 493008;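 active = activation above the mean over all tested compounds plus 3 SD, cut at about 30% in these data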;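 note: rise in fluorescence read as greater calcium sensitivity of cardiac thin filaments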
Wnt act – Wnt/beta-catenin pathway activation; Wnt/beta-catenin reporter cell assay, activator, plate reader; activation, % at 9.35 µM; 1.2% of 300,000 active; in the data active = activation above about 30%, passing the limit was not always enough;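 note: 0% = neutral control wells and 100% = positive control wells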
RTF Ca sens inh – cardiac RTF calcium desensitization. P19429+P45379. inhibition, % at 7.15 µM. 0.12% of 340,000 active. IANBD-labeled cardiac RTF, Ca2+ fluorescence;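 active = inhibition above the mean inhibition of all tested compounds plus 3 SD, cut at about 17% in these data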;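 note: assay run at fixed EC70 calcium of 1.6 mM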
V-ATPase pHluor – regulators of yeast V-ATPase proton transport. response, % at 10 µM. S. cerevisiae, pHLuorin cytosolic pH fluorescence. 0.37% of 350,000 active; in the data active = response mostly above about 7.3%, no sharp cut-off; inactive = mostly below about 5.4%; note: actives read high; inactives centre near 0; some compounds called inactive have numbers as strong as hits; reference of the scale not given here
OPRM1-OPRD1 ag – OPRM1-OPRD1 heterodimerization agonism; cells, luminescence; activation, % at 9.3 µM; 0.3% of 340,000 active; AID 504326; in the data active = activation above about 18%;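 note: 0% = vehicle-treated cells and 100% = reference agonist; values of inactives mirror those of a sister screen read the other way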
Numbers without * were called inactive; i = inactive; x = no result given.

SMILES	Arrestin-AP2 inh	Keap1-Nrf2 PPI	LANA DNA inh	DSG3 Ab inh	OPRM1-OPRD1 inv	cardiac RTF act	Wnt act	RTF Ca sens inh	V-ATPase pHluor	OPRM1-OPRD1 ag
CCCNC(=O)C1CN(S(=O)(=O)c2ccc(C)cc2)c2ccccc2O1 (centres undefined)	3	-2	-0.9	105	5	1	-3	-18	3	-0.9
COc1ccccc1OCC(=O)Nc1ccccc1C(=O)NC1CC1	2	4	1.5	91	-16	4	1	-10	0	2.5
Cc1cc(NCCO)nc(N2CCOCC2)n1	1	-1	0.0	108	11	-3	2	-5	0	-2.6
C/C(=N\NC(=S)Nc1ccc(C)c(C)c1)c1ccc(N2CCOCC2)cc1	-2	-2	1.5	96	-6	-5	-2	-2	1	0.9
Cn1c(CNC(=O)c2cccs2)nnc1SCC(=O)Nc1ccc(Cl)cc1	3	5	1.4	101	5	3	-2	-5	-3	-1.0
COc1ccc(-n2cc(CN(C)C3CCOCC3)c(-c3cccc(F)c3)n2)cc1	9	-1	-1.6	x	-13	1	1	-3	-3	2.8
CC(C)[C@H](NC(=O)c1ccccc1Cl)C(=O)Nc1ccc(S(=O)(=O)Nc2nccs2)cc1	-5	-16	0.5	102	15	4	-2	-8	-2	-3.8
COc1cccc2cc(C(=O)NCCc3c[nH]c4ccccc34)c(=O)oc12	-5	-3	-4.2	85	-14	-5	-2	0	6	1.9
CCOC(=O)c1ccc(N=C2SC(C(=O)NCCc3ccccc3)CC(=O)N2C)cc1 (centres undefined)	5	-3	-0.2	102	8	1	0	-1	0	-1.5
Cc1ccc(N2C(=O)C3C(C2=O)C(C(=O)c2ccc(Cl)cc2)N2CCCC32)cc1 (centres undefined)	-7	-6	-0.6	110	17	-5	0	-5	-1	-4.0
O=C(CNC(=O)C1CC(=O)N(c2cccc3ccccc23)C1)Nc1ccccc1Br (centres undefined)	-13	-3	0.5	104	1	-2	-2	-2	2	-0.2
COc1ccc(Oc2nc3ccccc3n(C)c2=O)cc1	19	1	-1.3	125	7	4	x	-2	-2	-1.2
CC(=O)c1cccc(NC(=O)NC2CCCCCCC2)c1	-1	-13	-0.3	105	-5	7	0	-3	5	0.9
C=CCc1c(Cl)nc(C)nc1NCc1ccccc1	10	-6	-0.4	110	-5	9	0	-3	5	1.1
CN(C)S(=O)(=O)c1cccc(NC(=O)/C=C/c2ccccc2[N+](=O)[O-])c1	-11	-5	2.3	79	13	6	-2	-6	-3	-2.6

Next part; the last three above are carried over.
SMILES	Arrestin-AP2 inh	Keap1-Nrf2 PPI	LANA DNA inh	DSG3 Ab inh	OPRM1-OPRD1 inv	cardiac RTF act	Wnt act	RTF Ca sens inh	V-ATPase pHluor	OPRM1-OPRD1 ag
CC(=O)c1cccc(NC(=O)NC2CCCCCCC2)c1	-1	-13	-0.3	105	-5	7	0	-3	5	0.9
C=CCc1c(Cl)nc(C)nc1NCc1ccccc1	10	-6	-0.4	110	-5	9	0	-3	5	1.1
CN(C)S(=O)(=O)c1cccc(NC(=O)/C=C/c2ccccc2[N+](=O)[O-])c1	-11	-5	2.3	79	13	6	-2	-6	-3	-2.6
Nc1nc(NCC2CCCO2)nc(Nc2ccc(F)cc2)c1[N+](=O)[O-] (centres undefined)	-2	-4	-2.2	94	-2	-1	x	2	-2	0.2
Cc1csc2ncc(C(=O)Nc3ccon3)c(=O)n12	8	-4	-0.1	96	-20	9	9	-21	4	3.4
COc1cc(/C=N/NC(=O)c2cccnc2)ccc1OC(=O)c1ccc([N+](=O)[O-])cc1	4	-3	0.2	103	-3	8	0	-6	-4	0.7
COC(=O)[C@@H]1CCCN1C(=O)[C@@H](NC(=O)OC(C)(C)C)C(C)C	-5	1	0.6	102	2	2	0	-13	-1	-0.4
CN(Cc1ccc(F)cc1Cl)S(=O)(=O)c1cccs1	-2	-2	-1.9	x	-9	1	10	-10	2	1.4
COc1ccc(N2CCN(C(=O)CCCn3nnnc3CN3CCOCC3)C(C)C2)cc1 (centres undefined)	1	-6	-1.1	x	10	-4	2	9	0	-1.9
CN(C)C(CNC(=O)c1ccc(Cl)c(S(=O)(=O)N2CCCCCC2)c1)c1ccccc1 (centres undefined)	0	0	-0.3	98	-187	-6	-8	-3	0	36*
CC(C)c1nc(SCC(=O)N2CCCC2)c2c(=O)n(C)c(=O)n(C)c2n1	-3	5	-1.5	106	5	7	-1	-2	0	-0.8
CC1CCCN(C(=O)c2ccncc2)C1 (centres undefined)	-11	6	1.8	x	5	0	-5	-13	-2	-0.8
O=[N+]([O-])c1cccc(S(=O)(=O)Nc2ccc3cn[nH]c3c2)c1	5	2	0.8	103	-13	0	-1	-5	5	3.4
O=C(NN=C1CCCC1)c1ccccc1[N+](=O)[O-]	5	-4	0.8	110	-6	-1	1	3	1	1.2
COc1cc(NC(=O)c2ccccc2)c(OC)cc1NC(=O)CN1CCN(c2ccccn2)CC1	-10	0	1.3	x	9	0	-3	-6	2	-2.1
COC(C[C@H]1O[C@H]1[C@@H](O)COCc1ccccc1)OC	x	-5	1.6	108	5	5	15	-6	-2	-0.9
O=C(NCCCn1ccnc1)C(Cc1ccc([N+](=O)[O-])cc1)N1C(=O)c2ccccc2C1=O (centres undefined)	17	-2	-4.3	100	6	-6	-2	-9	0	-1.2
O=C(COC(=O)CNC(=O)c1ccccc1)NC(=O)NC1CCCCC1	7	-4	-0.6	125	13	5	-4	-1	-2	-2.5
COc1ccc2cc(C(=O)NCc3ccco3)c(=O)oc2c1	19	-3	0.6	111	12	-4	x	-3	-1	-2.0
Cc1ccc(CNC(=O)Cn2cnc(C(=O)Nc3ccc(C)c(C)c3)n2)o1	3	2	0.4	102	11	-2	0	-7	-2	-2.2
Cc1cc(/C=C2\SC(=Nc3ccccc3)NC2=O)c(C)n1-c1ccc(S(N)(=O)=O)cc1	10	-6	-1.4	111	i	-2	-2	1	-1	120*
CCC1CCC2(CC1)NC(CO)(CO)CO2 (centres undefined)	-3	-4	0.8	87	6	5	-8	-16	2	-1.0
Cc1ccc(S(=O)(=O)n2cc(-c3ccccc3)c(N)n2)cc1	-1	-4	-0.8	105	-11	5	-15	0	1	2.0
COc1ccc(-c2[nH]ncc2/C=N/NC(=O)c2cc(Br)ccc2O)c(OC)c1	11	-2	2.5	102	11	8	x	-14	2	-2.1
Cc1cnnn1-c1ccc([N+](=O)[O-])cc1	-3	-1	-0.4	99	x	x	1	x	0	x
CC1CCc2nc(NC(=O)c3ccc(N4C(=O)CCC4=O)cc3)sc2C1 (centres undefined)	4	-1	0.1	104	6	0	2	-6	1	-1.2
COCCNCCCCOc1c(Cl)cc(C)cc1Br	-3	-4	0.5	100	-3	0	x	-2	-2	0.7
CC(Oc1ccc(Br)cc1)C(=O)N1CCC(C(N)=O)CC1 (centres undefined)	59*	0	0.1	106	8	-5	-1	1	4	-1.6
Clc1ccc(-c2nc(NCCCN3CCOCC3)c3ccccc3n2)cc1	42	-2	0.5	99	x	x	15	x	-3	x
C=CCn1c(SCC(=O)Nc2cc(C)cc(C)c2)nnc1-c1cnccn1	0	-5	-0.3	100	10	-5	x	-2	-2	-1.9
O=[N+]([O-])c1cc(C(F)(F)F)ccc1Oc1cccnc1[N+](=O)[O-]	3	0	0.4	96	-28	0	-1	-16	1	4.0
CCC(=O)c1cn(CC(=O)Nc2ccc(C)cc2)c2ccccc12	-11	-4	-0.2	97	11	-5	-1	-3	0	-2.4
O=C(c1ccco1)N1C(=O)c2cccc3cccc1c23	-7	5	0.8	134	-5	-4	x	-5	-1	1.0
Cc1nc2[nH]c(=S)[nH]c2cc1Br	1	4	1.5	x	2	-7	-1	-12	6	-0.4
COc1ccc(/C=C/C(=O)C(C)(C)C)cc1OC	-2	1	-1.6	98	12	-2	-2	-2	-2	-2.2
CC(C)NC(=O)N(C)C[C@H]1Oc2ccc(NC(=O)c3ccncc3)cc2C(=O)N([C@H](C)CO)C[C@@H]1C	13	-5	0.5	104	-10	-4	-2	-11	3	1.6
CCOC(=O)c1ccc(NC(=O)C2CCN(S(=O)(=O)c3c(C)nn(C)c3C)CC2)cc1	6	-2	1.5	102	5	7	-7	-9	-1	-0.8
Cc1nn2c3c(cnc2c1-c1ccccc1)C(=O)CC(c1ccco1)C3 (centres undefined)	8	-7	0.5	x	-22	-2	6	-9	-3	4.3
Cc1onc(-c2c(F)cccc2Cl)c1C(=O)N1CCN(c2ncccn2)CC1	-9	-4	0.2	102	22	-4	-2	-7	0	-4.1
O=C(N/N=C/c1ccccn1)c1ccc(Br)cc1	-11	-2	-0.7	98	20	0	x	-3	5	-3.2
Cc1ccc(-c2csc(N/N=C/C=C/c3ccccc3)n2)cc1	33	2	-0.7	105	1	-3	4	1	4	-0.1
Clc1c(OCCCn2ccnc2)ccc2ccccc12	40	0	-0.6	114	15	0	0	1	-3	-2.9
CC(=O)Oc1ccc(-c2ccc(C(=O)OCC(=O)c3c(N)n(C)c(=O)n(C)c3=O)cc2)cc1	2	-2	0.6	113	9	0	3	-6	0	-2.3
C/C(=N\NC(=O)c1ccc2c(c1)OCO2)c1ccc2c(c1)OCO2	-9	-1	-0.8	126	5	0	18	-11	1	-1.0
NS(=O)(=O)c1ccc(NC(=O)COC(=O)c2ccc([N+](=O)[O-])s2)cc1	-4	-6	-0.5	79	-36	6	-2	-13	3	6.9
Cc1cnc(NC(=O)C2CC=CCC2)s1 (centres undefined)	0	-4	-0.3	x	8	-4	1	-16	2	-1.0
COc1cccc(COC(=O)CCNC(=O)c2ccc(Cl)cc2)c1OC	-3	-1	0.8	108	6	4	-3	2	0	-1.1
Cc1nc2c(C)cccn2c(=O)c1NC(=O)c1cccs1	66*	6	6.2	103	-1	-6	-6	-4	3	0.2
O=C(NN=C1CCCCCCC1)c1ccc(F)cc1	2	4	-0.8	103	-5	4	-1	-6	1	1.0
CCOC(=O)C1C(=O)NC(N2CCN(CC)CC2)=NC1c1ccccc1 (centres undefined)	16	0	-1.7	x	11	-1	x	4	-4	-1.9
O=C(/C=N/O)NCc1ccncc1	4	5	-1.0	101	8	-4	-1	-6	3	-2.0
COc1ccc2[nH]c3c(c2c1)CCN1C(=O)N([C@@H](C)C(=O)NCc2ccco2)C(=O)[C@]31C	4	-3	2.9	101	0	0	0	-9	1	0.1
CCn1c(CN2c3ccccc3Sc3ccccc32)n[nH]c1=S	-6	-8	1.3	116	4	14	-1	-5	1	-0.8
COc1ccc(/C=C2\SC(=S)N(CCC(=O)NCCCN3CCOCC3)C2=O)cc1	22	1	-1.1	100	-3	-6	-1	-9	1	0.4
O=C(NC1CCCCC1)c1ccccc1-c1ccccc1	1	5	0.2	100	13	0	-2	10	5	-2.5

Copied from the list.
Result of CC(Oc1ccc(Br)cc1)C(=O)N1CCC(C(N)=O)CC1 (centres undefined) under OPRM1-OPRD1 ag: -1.6
Result of O=C(NN=C1CCCCCCC1)c1ccc(F)cc1 under Wnt act: -1

An excerpt from above, limited to OPRM1-OPRD1 inv and OPRM1-OPRD1 ag.
| Compound | OPRM1-OPRD1 inv | OPRM1-OPRD1 ag |
| --- | --- | --- |
| COc1ccc(/C=C2\SC(=S)N(CCC(=O)NCCCN3CCOCC3)C2=O)cc1 | -3 | 0.4 |
| O=C(NC1CCCCC1)c1ccccc1-c1ccccc1 | 13 | -2.5 |

Bioassay records: PubChem, several laboratories
